Cardio protect: cardioprotection against H2O2-induced cell death, primary screen, uHTS, H9c2 cells, ATPLite luminescence; 360,000 compounds, 0.63% hits; protection from H2O2 cell death, % at 20 µM; H9c2 cardiomyocytes, H2O2 injury protection, 2 h;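 active = compounds giving at least 50% protection of heart cells from peroxide-induced death in the single-dose screen, raw or plate-pattern-corrected value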;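 also: 0% = DMSO wells with peroxide and 100% = DMSO wells without peroxide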
aDG glyco up: activators of alpha-DG glycosylation, primary screen, uHTS, Pro5-aDG cells, AlphaScreen | alpha-DG glycosylation AlphaScreen (IIH6); 0% Pro5, 100% B10-LARGE cell signal | activation, % at 10 µM | 360,000 compounds, 0.22% hits;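 active = activation of at least 8% versus controls, or a plate z-score of at least 8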;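 also: Pro5 are CHO cells carrying HIG-tagged alpha-DG that lacks glycosylation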
CaV13 ICDI inh: Primary screen for inhibitors of IQ motif and Ca2+-dependent inactivation inhibitor domain binding in CACNA1D, Förster resonance energy transfer in living cells, … | HEK cells, CFP/YFP FRET ICDI-IQ, plate reader, 10 min; percent FRET-ratio fall versus neutral wells | inhibition, % at 12.3 µM | AID 743397 | 340,000 compounds, 0.098% hits;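 active = mean replicate inhibition of at least 30% and at least 1% of replicates passing that level; inconclusive = only one of the two criteria is met; inactive = neither criterion is met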;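 also: 0% = median of the neutral control wells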
iPSC survival up: enhancers of single-cell hiPSC survival, primary screen, ATPlite luminescence; 100% = ROCK inhibitor wells, 0% = DMSO; survival enhancement, % at 20 µM; 360,000 compounds, 0.044% hits; AID 602274, 2012; in the data active = survival enhancement above about 18%;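 also: cells exposed to compounds for 16 hours before the ATP read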
PDI turbidity: inhibitors of human PDI, primary screen, biochemical, turbidity, single point, plate reader; Protein disulfide-isomerase (Homo sapiens), P07237; PDI insulin aggregation turbidity, A650, 90 min; inhibition, % at 10 µM; 350,000 compounds, 0.052% hits;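 active = mean inhibition across replicates of 30% or more, whatever share of single replicates reach that level; inconclusive = mean inhibition below 30% while every single replicate reaches 30%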;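 also: absorbance from insulin aggregation driven by PDI reduction with DTT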
Target sequence (P07237 whole entry, looked up): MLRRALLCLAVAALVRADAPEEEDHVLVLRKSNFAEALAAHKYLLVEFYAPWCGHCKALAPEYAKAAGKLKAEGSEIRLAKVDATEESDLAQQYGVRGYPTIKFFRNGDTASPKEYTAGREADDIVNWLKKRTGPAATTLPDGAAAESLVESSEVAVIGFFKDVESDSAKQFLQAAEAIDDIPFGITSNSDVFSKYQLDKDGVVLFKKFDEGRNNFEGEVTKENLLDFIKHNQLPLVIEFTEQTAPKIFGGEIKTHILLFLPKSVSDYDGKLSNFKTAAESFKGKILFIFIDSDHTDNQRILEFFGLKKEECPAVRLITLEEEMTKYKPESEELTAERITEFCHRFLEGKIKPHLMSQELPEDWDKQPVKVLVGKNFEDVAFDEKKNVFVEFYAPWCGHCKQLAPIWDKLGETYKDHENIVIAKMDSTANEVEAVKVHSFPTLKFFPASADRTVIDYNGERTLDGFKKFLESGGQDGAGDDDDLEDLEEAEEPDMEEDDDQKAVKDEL
m5-HT2A agonist: mouse Htr2a agonists via beta-arrestin recruitment, primary screen, cell-based, luminescence; 360,000 compounds, 0.66% hits; CHO-K1 mHTR2A beta-arrestin complementation; percent of 30 µM serotonin response; activation, % at 7.6 µM;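 active = activation above a run cutoff, the mean activation of all tested compounds plus 3 SD, cut at about 14% in these data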;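 also: 0% = plate median of compound wells and 100% = 30 µM serotonin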
Target sequence (P35363 whole entry, looked up): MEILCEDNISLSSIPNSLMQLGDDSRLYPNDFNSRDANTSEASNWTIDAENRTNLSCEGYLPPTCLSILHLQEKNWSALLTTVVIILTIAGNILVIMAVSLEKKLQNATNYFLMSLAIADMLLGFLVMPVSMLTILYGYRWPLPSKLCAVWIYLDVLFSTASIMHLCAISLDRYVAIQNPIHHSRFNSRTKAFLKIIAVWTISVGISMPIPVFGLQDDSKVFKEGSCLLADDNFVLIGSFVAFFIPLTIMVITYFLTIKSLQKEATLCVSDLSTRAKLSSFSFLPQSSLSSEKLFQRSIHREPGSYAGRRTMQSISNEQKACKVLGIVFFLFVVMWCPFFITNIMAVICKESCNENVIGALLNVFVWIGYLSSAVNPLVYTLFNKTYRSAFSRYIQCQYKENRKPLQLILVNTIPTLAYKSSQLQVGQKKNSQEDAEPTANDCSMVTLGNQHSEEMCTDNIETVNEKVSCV
N-glyco inh: increase of ERlucT glycosylation luciferase signal, primary screen, N-linked glycosylation inhibitor project, D54 ERlucT cells, luminescence, set 2; D54 ERlucT glycosylation luciferase reporter, 24 h; percent of 100 nM tunicamycin response; AID 588692, 2011; reporter increase, % at 12.5 µM; 360,000 compounds, 0.23% hits;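 active = mean luciferase reporter signal, scaled so untreated is 0 and the glycosylation-blocking control 100, at or above a set limit in every replicate; inconclusive = mean reaches the limit but not every replicate does; inactive = mean below the limit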;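 also: luciferase carries N-glycosylation sites so blocking glycosylation raises the light; 0% = median of neutral control wells and 100% = median of 100 nM tunicamycin wells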
Vif imaging: HIV Vif self-association inhibitors, primary screen, imaging, HEK293T, single point | HEK293T cells, Vif self-association by quenched fluorescence, 24 h | inhibition, % at 7.49 µM | 340,000 compounds, 0.35% hits; in the data active = inhibition above about 50%, passing the limit was not always enough; inconclusive = no clear call, values can overlap the other calls; inactive = below about 31%; also: some results filed as inactive read as strong as hits
Exocytosis inh: LAMP-1 surface exposure blockers, TALL-104 cells – cell-based, flow cytometry, MLPCN library, primary screen; TALL-104 LAMP-1 surface exposure; cells stimulated with thapsigargin and PMA; inhibition, % at 10 µM; 360,000 compounds, 0.66% hits;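 active = inhibition above about 55%, limit read from the data; inconclusive = no clear call, values can overlap the other calls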
ABCB6 inh MLPCN: ABCB6 transporter inhibitors, primary screen, K562-ABCB6 cells, flow cytometry, MLPCN library. K562-ABCB6 porphyrin accumulation, 1 h; active compounds read low. 360,000 compounds, 0.19% hits. fluorescence ratio to DMSO, % at 10 µM. AID 602162, 2011;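 active = fluorescence ratio to DMSO below 75%, the collection mean minus 3 SD; inconclusive = too few cells collected in the well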;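 also: signal is porphyrin accumulated inside mitochondria; 100% equals median channel fluorescence of DMSO control wells; lower ratio means ABCB6 inhibition with less porphyrin fluorescence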
Numbers without * were called inactive; ? = inconclusive; . = not tested or not shown.

SMILES	Cardio protect	aDG glyco up	CaV13 ICDI inh	iPSC survival up	PDI turbidity	m5-HT2A agonist	N-glyco inh	Vif imaging	Exocytosis inh	ABCB6 inh MLPCN
COc1cc2c(cc1OC)C1(CCCCC1)CN(C)C2	-8	0.1	-2	-0.6	5	-1	-1	-1	-9	90
CC(Sc1nncn1C)C(=O)Nc1nnc(C(C)C)s1 (centres undefined)	1	-0.3	-2	0.7	.	-3	3	-2	2	103
Oc1ccccc1-c1cc(-c2ccccc2)no1	-29	-0.1	0	-3.3	-2	0	-9	-4	0	100
COCCN(CCOC)C(=S)Nc1cc(S(=O)(=O)N(C)C)ccc1C	9	0.0	-2	0.2	0	-1	-1	3	1	92
COc1cc(N)c2ncccc2c1SC	11	0.3	-5	14	12	-4	3	3	19	169
O=C(O)C(Cc1c[nH]c2ccccc12)N1Cc2ccccc2C1=O (centres undefined)	1	-0.2	-7	-0.8	5	4	-1	-1	1	104
CCCC(=O)Nc1cccc(NC(=O)c2ccc3c(c2)OCCO3)c1	-12	0.0	-6	-0.9	2	-3	-2	1	-2	95
CCCS(=O)(=O)NC(=O)C1(C)CCN(C(=O)Cc2ccc3ccccc3c2)C1 (centres undefined)	4	-0.2	-5	-2.0	-7	-2	0	9	-11	96
CC12CCC(c3c(C(=O)N4CCOCC4)nn(-c4ccccc4)c31)C2(C)C (centres undefined)	0	-0.1	9	0.3	2	1	1	-3	-3	102
CCOC(=O)CC(=O)CSc1nc(N)c(C#N)c(-c2ccc(F)cc2)c1C#N	6	-0.1	-5	10	-2	-6	-2	-2	0	104
O=C1CCc2cc(NS(=O)(=O)c3cc(F)ccc3F)cc3c2N1CC3	1	0.1	-16	0.1	0	-6	3	?	-4	97
Cc1ccc2c(c1)N(CC(=O)NCCCN1CC(C)CC(C)C1)C(=O)c1cccnc1O2 (centres undefined)	4	0.2	-10	0.0	.	0	-1	0	2	104
O=C(CN1C(=O)NC2(CCOc3ccccc32)C1=O)N1CCCCC1 (centres undefined)	1	0.1	-3	0.7	-3	-1	1	1	-1	94
O=C(c1ccc2c3c(cccc13)CC2)N1CCN(c2ncccn2)CC1	-5	0.1	-7	4.7	2	5	-2	-1	-1	105
CCc1ccc(CN(C)C(C)C(=O)NCc2ccccc2)cc1 (centres undefined)	-7	0.1	-4	-0.7	-7	-11	-2	6	-5	92
Cc1ccc(S(=O)(=O)NC2=NCCC2)cc1	6	0.0	.	-2.2	10	-2	0	.	2	100
COc1ccc(C(C(=O)NC(C)(C)C)n2c(-c3ccc(=O)[nH]c3)nc3ccccc32)cc1 (centres undefined)	.	-0.1	-5	.	.	1	.	.	2	.
O=C(NCCN1CCOCC1)c1ccc2c(c1)N(Cc1ccc(F)cc1)C(=O)c1ccccc1S2(=O)=O	3	-0.6	-5	0.1	24	-6	0	-7	4	100
COCCCNC(=O)Cn1cc(/C=C(\C#N)C(=O)NC2CC2)c2ccccc21	-2	0.1	0	-0.4	4	-3	1	-3	-11	99
COC(=O)[C@@]1(Cc2ccc(OC)cc2)[C@@H]2C(=CC(=O)[C@H]2CC(=O)C(=O)N2CCCC2)CN1C(=O)c1ccccc1	7	0.1	.	-5.1	2	0	4	-1	-5	101
CCOCCCn1c(SCC(=O)NCc2ccc3c(c2)OCO3)nc2ccccc2c1=O	6	0.0	-7	-0.8	4	-3	0	-5	-2	96
CS(=O)(=O)c1ccc2nc(NC(=O)C3CCCO3)sc2c1 (centres undefined)	-6	0.0	2	-0.7	-1	-2	3	1	2	95
Cc1cccc(C)c1NC(=O)COC(=O)c1ccc2c(c1)OCO2	2	0.5	6	6.3	-4	1	0	-11	-6	101
Cc1nn(C)cc1S(=O)(=O)Nc1ccccc1Br	6	-0.1	-3	-0.5	-4	3	2	-1	-14	102
CCCCN(CCCC)CCNC(=O)c1cn(CC)c2ccc(S(=O)(=O)N3CCc4ccccc4C3)cc2c1=O	-8	0.6	-4	-0.1	-5	-5	-9	-6	48	99
CCOc1ncccc1C(=O)Nc1ccc2c(C)cc(=O)oc2c1	0	0.1	-4	0.1	-9	2	-1	.	2	97
COc1ccc(CCNC(=O)C(Sc2ccccn2)c2ccccc2)cc1OC (centres undefined)	-4	0.2	-19	-0.3	1	-2	1	-5	-1	103
CN1C(=O)NC(c2ccccc2)(C(F)(F)F)S/C1=C(/C#N)c1nnc(N2CCOCC2)n1-c1ccccc1 (centres undefined)	5	0.8	-5	-1.2	-5	0	0	47	22	99
CC(C)Cn1c(SCC(=O)N2CC(=O)Nc3ccccc32)nc2ccccc21	0	0.3	-1	2.3	10	0	-1	.	-3	100
Cc1ccc(NC(=S)NNC(=O)CCn2cc(C)cn2)cc1	-2	0.2	-10	1.0	-7	-7	1	0	0	103
Cc1nn(-c2ccccc2)c(C)c1/C=N/NC(=O)CSc1nnc(SCc2ccc(Cl)cc2)s1	-6	0.2	-2	5.5	1	2	8	1	4	97
COc1cccc(-n2ccnc2SCC(=O)Nc2cc(C)on2)c1	10	-0.1	-19	-0.7	-3	-3	-1	2	-1	89
Cc1ccccc1NC(=O)/C(=C\c1cccs1)NC(=O)c1ccco1	3	0.1	-4	-0.6	14	-1	2	-1	-2	103
COC(=O)c1cccc(NC(=O)CSc2nnc(COc3cccc(C)c3)n2C)c1	-5	-0.5	-6	-2.9	-3	1	1	-4	-1	96
O=C(Nc1ncccc1O)c1ccc2c(c1)OCO2	-2	-0.2	-4	0.4	2	8	6	-7	3	91
O=C(O)CSc1nc(-c2ccccc2)cc(=O)[nH]1	5	-0.1	.	6.9	-2	-1	0	22	2	95
COc1cccc(OC)c1C(=O)Nc1ccc(Cc2ccncc2)cc1	0	0.0	-7	0.6	0	3	-1	3	0	99
Cc1cc(C)n(-c2nnc(C)n2/N=C/c2ccccc2O)n1	-1	-0.1	-5	0.8	-3	7	3	-1	-2	92
COc1cc(OC)c2c(O)c3c(c(-c4c5c(c(O)c6c(OC)cc(OC)cc46)CO[C@@H](C)[C@H]5O)c2c1)[C@H](O)[C@H](C)OC3	-1	-0.1	.	-1.5	.	-5	1	4	-4	102
Cc1cc(C)n(Cc2ccc(C(=O)N/N=C/c3ccc(-c4ccc([N+](=O)[O-])cc4)o3)o2)n1	-14	1.0	-17	-0.3	13	-2	-5	23	0	100
NC(=O)C1CCCN(C(=O)c2cccc(S(=O)(=O)N(Cc3ccccc3)c3ccccc3)c2)C1 (centres undefined)	-3	-0.1	-5	13	5	-3	-3	23	-15	102
CCN(CC)CCNc1c2c(c(C#N)c3nc4ccccc4n13)CCCC2	1	0.1	-7	-5.1	-4	-2	-3	0	25	92
O=C(Cc1ccc(Cl)cc1)N1CCN(c2ccc(F)cc2)CC1	0	0.0	-5	-0.6	2	0	1	.	7	90
CCc1nc2c(OCc3ccc(Cl)cc3)cccn2c1N(C)C(=O)c1cccs1	-4	0.9	-6	-1.8	-3	-1	-1	-1	-8	98
O=C(C1CC1)N1CCN=C1SCc1ccccc1	6	0.0	-2	1.4	.	2	-2	14	-5	95
Cc1ccc([N+](=O)[O-])c(C)[n+]1C	1	0.4	-12	-0.7	-15	-4	16	-9	11	104
Cc1ccc(S(=O)(=O)N(CC(=O)NCc2cccs2)c2ccccc2)cc1	0	0.0	-6	-0.5	4	9	0	1	-3	97
Cc1ccc(CC2C(=O)N(c3cc(Cl)ccn3)C(=O)C2C)cc1 (centres undefined)	2	0.0	-5	-0.4	-5	1	0	-10	1	96
CCc1nc2sc(C#N)c(N)c2c2c1CCCC2	0	0.0	-7	3.8	6	2	7	7	2	103
COc1ccc(OC)c(-c2nc3c(C)n[nH]c(=O)c3[nH]2)c1	-4	-0.3	-3	-0.8	-1	2	-9	-5	-2	103
CCOc1ccc(CN2CCC(Cc3ccccc3)CC2)cc1	-6	0.1	-6	1.1	-4	-6	-3	-3	30	97
O=C(Nc1ccc(Cl)cc1)c1nc[nH]c1C(=O)Nc1ccccc1F	10	0.3	-8	-0.8	-3	1	3	-6	-2	99
Cc1nn(-c2ccccc2)c2nc(N)c(C#N)c(-c3ccc(F)cc3)c12	1	0.7	-4	-1.7	-7	0	-3	-6	-3	96
CCN(CC(=O)Nc1ccc(NC(C)=O)cc1)C(=O)C12CC3CC(CC(Cl)(C3)C1)C2	10	0.0	.	0.0	-8	-3	-1	5	0	102

Rewritten as comma-separated lines: 12 of the compounds above
canonical_smiles,Cardio protect,aDG glyco up,CaV13 ICDI inh,iPSC survival up,PDI turbidity,m5-HT2A agonist,N-glyco inh,Vif imaging,Exocytosis inh,ABCB6 inh MLPCN
COc1ccc(CCNC(=O)C(Sc2ccccn2)c2ccccc2)cc1OC (centres undefined),-4,0.2,-19,-0.3,1,-2,1,-5,-1,103
CN1C(=O)NC(c2ccccc2)(C(F)(F)F)S/C1=C(/C#N)c1nnc(N2CCOCC2)n1-c1ccccc1 (centres undefined),5,0.8,-5,-1.2,-5,0,0,47,22,99
CC(C)Cn1c(SCC(=O)N2CC(=O)Nc3ccccc32)nc2ccccc21,0,0.3,-1,2.3,10,0,-1,.,-3,100
Cc1ccc(NC(=S)NNC(=O)CCn2cc(C)cn2)cc1,-2,0.2,-10,1.0,-7,-7,1,0,0,103
Cc1nn(-c2ccccc2)c(C)c1/C=N/NC(=O)CSc1nnc(SCc2ccc(Cl)cc2)s1,-6,0.2,-2,5.5,1,2,8,1,4,97
COc1cccc(-n2ccnc2SCC(=O)Nc2cc(C)on2)c1,10,-0.1,-19,-0.7,-3,-3,-1,2,-1,89
Cc1ccccc1NC(=O)/C(=C\c1cccs1)NC(=O)c1ccco1,3,0.1,-4,-0.6,14,-1,2,-1,-2,103
COC(=O)c1cccc(NC(=O)CSc2nnc(COc3cccc(C)c3)n2C)c1,-5,-0.5,-6,-2.9,-3,1,1,-4,-1,96
O=C(Nc1ncccc1O)c1ccc2c(c1)OCO2,-2,-0.2,-4,0.4,2,8,6,-7,3,91
O=C(O)CSc1nc(-c2ccccc2)cc(=O)[nH]1,5,-0.1,.,6.9,-2,-1,0,22,2,95
COc1cccc(OC)c1C(=O)Nc1ccc(Cc2ccncc2)cc1,0,0.0,-7,0.6,0,3,-1,3,0,99
Cc1cc(C)n(-c2nnc(C)n2/N=C/c2ccccc2O)n1,-1,-0.1,-5,0.8,-3,7,3,-1,-2,92

Bioassay records as filed in PubChem BioAssay.

An unsorted share of the library (roughly 3.1% active in at least one column).
